Bioassay records as filed in PubChem BioAssay.
hIAP inh: human IAP inhibition. P09923. inhibition, % at 10 µM. AID 2544. actives 0.12% (n = 330,000). purified IAP, CDP-Star luminescence, 30 min;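 active = inhibition reaching a set limit with compound at 10 µM in the primary screen, cut at about 35% in these data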;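 note: plate controls were DMSO wells with enzyme for no effect and no-enzyme buffer wells for full effect; values of inactives mirror those of a sister screen read the other way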
mIAP inh: mouse IAP inhibition; inhibition, % at 10 µM; AID 2806; actives 0.2% (n = 330,000); purified mouse IAP, CDP-Star luminescence, 30 min;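 active = inhibition of at least 40% at 10 µM in the primary screen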;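 note: plate controls were DMSO with enzyme for no effect and no enzyme wells for full effect; values of inactives mirror those of a sister screen read the other way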
hIAP activ: human IAP activation. P09923. purified human IAP, CDP-Star luminescence, 30 min; stronger effect = higher value; 1 = vehicle-only enzyme, 0 = enzyme-free background. activation factor at 10 µM. actives 0.16% (n = 330,000);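 active = activation factor of the enzyme at least 2-fold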; note: the source names both 10 and 20 µM as test concentration; values of inactives mirror those of a sister screen read the other way
PfGluPho inh: PfG6PD (Plasmodium falciparum) enzyme inhibition. PfGluPho enzyme, NADPH resazurin-diaphorase fluorescence. inhibition, % at 20 µM. actives 0.78% (n = 350,000). AID 504690;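 active = inhibition reaching at least a set limit at 20 µM in the primary screen, cut at about 59% in these data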;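 note: 0% = DMSO wells with substrate and 100% = DMSO wells lacking glucose-6-phosphate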
APOBEC3A inh: blocks human APOBEC3A ssDNA deamination; P31941; recombinant A3A, FAM/TAMRA ssDNA deamination fluorescence; inhibition, % at 20 µM; actives 0.41% (n = 330,000);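 active = at least 40% inhibition at 20 µM here, with at most 30% in a related deaminase screen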;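 note: plate controls were A3A with DMSO for no effect and wells lacking A3A enzyme for full effect; some results filed as inactive read as strong as hits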
Target sequence (P31941 whole entry, looked up): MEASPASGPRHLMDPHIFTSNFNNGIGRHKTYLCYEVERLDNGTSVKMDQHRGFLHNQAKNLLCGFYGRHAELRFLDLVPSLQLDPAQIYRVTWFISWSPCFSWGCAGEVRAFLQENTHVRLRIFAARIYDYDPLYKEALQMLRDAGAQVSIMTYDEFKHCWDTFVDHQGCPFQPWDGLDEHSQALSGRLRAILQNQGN
mIAP act: increases mouse intestinal alkaline phosphatase activity | muIAP, CDP-Star luminescence, 30 min; stronger effect = higher value; 1 = vehicle-only enzyme signal, 0 = enzyme-free wells | activation factor at 10 µM | actives 0.24% (n = 330,000) | AID 2805;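 active = activation factor of at least 2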; note: the source names both 10 and 20 µM as test concentration; values of inactives mirror those of a sister screen read the other way
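System: Mouse IAP enzyme | Also added: CDP-Star substrate | Dosing: Compounds dispensed in DMSO | Schedule: 30 min enzyme-substrate-compound incubation at room temperature | Technique: Chemiluminescence readout | Control set: DMSO-only wells and no-enzyme negative control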
ATG4B inhibitor: blocks human ATG4B protease cleavage of LC3 substrate. actives 0.51% (n = 340,000). Q9Y4P1. inhibition, % at 8.33 µM. ATG4B cleavage of LC3-PLA2, NBD-HPC fluorescence, 1 h; in the data active = inhibition above about 40%
Target sequence (Q9Y4P1 whole entry, looked up): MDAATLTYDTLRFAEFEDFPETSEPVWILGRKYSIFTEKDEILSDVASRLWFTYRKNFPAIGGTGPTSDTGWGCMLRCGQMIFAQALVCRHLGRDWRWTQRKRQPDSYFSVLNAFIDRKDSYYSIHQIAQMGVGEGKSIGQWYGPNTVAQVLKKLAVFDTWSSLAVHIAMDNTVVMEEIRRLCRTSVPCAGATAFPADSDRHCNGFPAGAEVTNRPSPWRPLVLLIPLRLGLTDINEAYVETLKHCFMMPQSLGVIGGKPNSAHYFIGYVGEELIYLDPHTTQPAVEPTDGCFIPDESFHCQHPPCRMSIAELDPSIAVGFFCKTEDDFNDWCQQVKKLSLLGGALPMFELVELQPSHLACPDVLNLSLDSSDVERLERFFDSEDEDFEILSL
HKDC1 inhibitor: blocks human hexokinase HKDC1 activity | Q2TB90 | inhibition, % at 20 µM | actives 0.16% (n = 340,000) | recombinant HKDC1, G6PDH/diaphorase resazurin coupled fluorescence;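 active = inhibition above about 35% when tested at 20 µM, limit read from the data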;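 note: plate controls were DMSO wells with enzyme for no effect and DMSO wells lacking enzyme for full effect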
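Material: recombinant HKDC1 hexokinase; Amount: HKDC1 at 5 µg/mL; Medium: Tris pH 8.0 buffer with MgCl2, Tween-20, BSA, BME; Schedule: 90 min reaction incubation at room temperature, dark; Technique: coupled resazurin fluorescence, excitation 525 nm, emission 613 nm.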
An asterisk follows results filed as active; . = not tested or not shown.

hIAP inh,mIAP inh,hIAP activ,PfGluPho inh,APOBEC3A inh,mIAP act,smiles,ATG4B inhibitor,HKDC1 inhibitor
3.1,-4.9,0.969,-2.0,-1.2,1.05,CCN(c1ccccc1)S(=O)(=O)c1ccc(Cl)nc1,-14.3,-4.4
-4.0,4.3,1.04,-0.8,1.9,0.957,CC1CCc2c(sc(NC(=O)c3ccc(N4C(=O)CCC4=O)cc3)c2C(N)=O)C1 (configuration not stated),-14.3,5.8
8.5,2.1,0.915,-5.3,1.4,0.979,Cc1cc(C)n(Cc2ccc(C(=O)Nc3cccc(Br)c3)o2)n1,-0.8,-3.5
-25.4,8.9,1.25,-7.4,-5.5,0.911,COc1cc(C(=S)N2CCOCC2)cc(OC)c1OC,4.3,-5.9
-4.1,-1.6,1.04,-2.8,-4.1,1.02,CSCCC(NC(=O)c1ccccc1Br)C(=O)NCCCn1nc(C)cc1C (configuration not stated),-7.3,-6.5
13.8,-0.2,0.862,13.9,-1.6,1,CCCc1cc(-c2nc(-c3ccc(Br)cc3)cs2)ccn1,-9.5,9.2
-62.1,28.1,1.62,4.9,-0.9,0.719,O=C(NNC(=O)c1ccc(Cl)cc1Cl)c1cnccn1,-11.5,3.0
-16.8,-7.0,1.17,2.6,-1.4,1.07,OC1(c2ccc(OC(F)F)cc2)CSC(=Nc2cccnc2)N1C1CC1 (configuration not stated),-14.7,6.0
-2.1,3.2,1.02,-6.2,3.5,0.968,Nc1nnc(SCC(=O)c2cccc([N+](=O)[O-])c2)s1,6.2,-1.0
-11.9,-1.4,1.12,-13.4,-1.3,1.01,O=C(c1cc2c(ccc3ccccc32)oc1=O)N1CCCC1,-8.8,-0.9
7.1,36.0,0.929,-2.3,29.3,0.64,CC1(C)Cc2c(c(-c3ccco3)[nH]c(=O)c2C#N)CS1,7.7,-0.1
12.9,-5.6,0.871,0.8,3.5,1.06,O=Cc1ccc(OCC(=O)N2CCOCC2)cc1,1.7,-5.1
3.9,6.8,0.961,5.3,-2.6,0.932,O=C(c1ccc(CS(=O)(=O)c2ccccc2)o1)N1CCOCC1,-6.4,-1.5
15.3,17.3,0.847,-8.5,-3.7,0.827,Cc1ccc(NC(=O)CCCN2C(=O)/C(=C/C=C/c3ccccc3)SC2=S)cc1,11.2,-1.1
-12.2,-12.7,1.12,-4.7,-2.4,1.13,CC(=O)c1sc(NC(=O)COc2ccc(Cl)cc2Cl)nc1C,0.7,-0.9
1.1,-6.3,0.989,-12.2,3.6,1.06,CCOc1cc(C(=S)N2CCOCC2)ccc1OS(=O)(=O)c1ccc(NC(C)=O)cc1,-6.9,-5.8
-79.8,-2.2,1.8,-4.6,1.5,1.02,CN(C(=O)COc1ccccc1C(=O)NCCc1ccccc1)c1ccccc1,4.8,-6.4
11.6,-3.9,0.884,-11.9,2.7,1.04,CCCc1nc2ccccc2n1CCOc1ccccc1,5.6,-2.6
20.4,3.3,0.796,-16.2,-0.8,0.967,O=C(NNC(=O)c1ccncc1)Nc1ccccc1,8.3,-5.5
-15.2,2.7,1.15,4.7,-3.2,0.973,Cc1ccc(NC(=O)CCC(=O)N/N=C/c2cccs2)cc1,0.2,6.5

More records
hIAP inh,mIAP inh,hIAP activ,PfGluPho inh,APOBEC3A inh,mIAP act,smiles,ATG4B inhibitor,HKDC1 inhibitor
-30.7,-6.9,1.31,1.8,-0.7,1.07,CCCCOC(=O)n1c(=O)oc2ccccc21,-4.6,-1.4
6.1,10.8,0.939,-32.7,25.1,0.892,O=C1CCCC(O)=C1N=Nc1ccc(Cl)c(Cl)c1,-5.9,-12.9
-13.6,-3.3,1.14,-0.7,3.7,1.03,CC(=O)/C(C=Nc1noc(C)c1Br)=C(\C)O,-6.2,-1.6
14.8,-7.7,0.852,-8.5,0.3,1.08,COc1ccc(CN2CCSCC2)cc1C,-3.0,-8.5
-17.6,-4.5,1.18,77.7*,-3.0,1.04,CCn1c(=O)n(CC)c2cc(N3CCCC3)c(NC(=O)c3ccc(F)cc3)cc21,0.4,3.2
0.7,3.8,0.993,-3.0,1.7,0.962,COc1ccc(N2C(=O)C3CCCN3C2c2ccccc2)cc1Cl (configuration not stated),-15.6,-0.4
5.3,6.2,0.947,-1.2,-3.8,0.938,Cc1ccc(C)c(N(CC(=O)NCC2CCCO2)C(=O)CCC(=O)Nc2nccs2)c1 (configuration not stated),-6.1,-7.3
1.2,32.3,0.988,-20.8,4.9,0.677,O=C(CNC(=O)c1ccc(Oc2ccccc2)cc1)OC1CCCCC1=O (configuration not stated),2.6,1.7
3.7,0.5,0.963,19.9,-2.4,0.995,O=C(CNc1cccc(S(=O)(=O)N2CCOCC2)c1)Nc1ccc(C(F)(F)F)cc1,-2.2,-2.2
3.6,4.7,0.964,9.9,-3.6,0.953,CCCCCCNC(=O)CCc1nc2cccnc2n1Cc1ccc(OC)cc1,1.4,-0.9
-6.0,6.1,1.06,3.8,5.7,0.939,Cc1ccc(/C=N/NC(=O)C(=O)N/N=C/c2ccc(C)o2)o1,0.1,-1.5
1.5,-4.9,0.985,13.1,-0.7,1.05,O=C(Cc1ccccc1)Nc1ccc(F)cc1,-1.8,-2.2
-6.8,1.0,1.07,0.2,0.2,0.99,Cc1cccn2c(CNC3CCCc4ccccc43)c(C(=O)N3CCOCC3)nc12 (configuration not stated),-5.4,-6.7
-20.2,3.6,1.2,5.3,1.8,0.964,CN(C(=O)c1ccc2c(c1)OCO2)C1(C(=O)NC2CCCCC2)CCCCC1,7.9,-7.5
6.1,5.4,0.939,13.1,-0.7,0.946,CC(=O)N/C(=C\c1cccs1)C(=O)O,-1.5,-12.9
6.0,-0.4,0.94,-13.8,-3.9,1,C[C@H](NS(=O)(=O)c1ccc2c(c1)OCCCO2)C(=O)N1CCN(Cc2ccc(C#N)cc2)CC1,-0.9,-4.5
13.7,8.5,0.863,-7.7,2.1,0.915,COc1ccc(NC(=O)c2nc(SC)ncc2Cl)cc1,-4.2,-2.0
9.0,4.1,0.91,25.6,-3.1,0.959,CCOc1ccc(Br)cc1C1=CC(=O)C[C@H](c2ccc(OC)cc2)C1,-1.1,2.8
13.1,-1.8,0.869,9.7,-5.6,1.02,CC1CCC(NC(=O)c2ccc(NC3=NC4CS(=O)(=O)CC4S3)cc2)CC1 (configuration not stated),-2.8,-0.1
-2.3,-3.0,1.02,11.7,-5.5,1.03,c1ccc(COc2ccc3nocc3c2)cc1,-0.5,3.0

(cont.)
hIAP inh,mIAP inh,hIAP activ,PfGluPho inh,APOBEC3A inh,mIAP act,smiles,ATG4B inhibitor,HKDC1 inhibitor
12.5,19.5,0.875,-1.5,-0.3,0.805,O=C(O)c1cc(Nc2nc(N3CCOCC3)nc(N3CCOCC3)n2)ccc1Cl,-6.8,-0.8
6.5,12.4,0.935,-0.6,0.5,0.876,COc1ccc(C2NC3=C(CCC3)C3(C#N)C(OC)(OC)N=C(N)C23C#N)cc1 (configuration not stated),-1.9,1.2
22.0,6.8,0.78,-6.5,25.0,0.932,O=C(CCCCn1c(=O)c2ccccc2n(CC(=O)Nc2ccc(F)cc2)c1=O)NCc1ccco1,-6.5,-2.1
8.8,-0.8,0.912,17.2,0.3,1.01,O=C(COC(=O)c1ccc([N+](=O)[O-])s1)NCc1ccc(F)cc1,-7.9,-3.0
-0.6,1.2,1.01,22.8,2.9,0.988,c1ccc(CN2CCN(C3=Nc4cccc5cccc3c45)CC2)cc1,5.1,12.1
-6.0,4.5,1.06,-14.3,2.2,0.955,COc1ccc2c(c1OC)C(=O)N1C(C(=O)O)Cc3c([nH]c4ccccc34)C21 (configuration not stated),1.9,-3.7
-8.3,-0.1,1.08,15.5,-1.9,1,O=C(Cc1cccs1)N/N=C/C=C\c1ccccc1[N+](=O)[O-],-3.4,-4.3
-11.9,-3.3,1.12,5.2,-8.4,1.03,CC1CCCC(C)N1/N=C/C=C/c1ccccc1[N+](=O)[O-] (configuration not stated),-0.3,-3.3
3.9,6.5,0.961,-14.4,0.8,0.935,O=C(COC(=O)c1ccc(S(=O)(=O)N2CCOCC2)cc1)Nc1nc(-c2ccccc2)cs1,-16.0,-4.1
-21.7,-15.5,1.22,51.3,0.4,1.16,COc1ccc(OC)c2[nH]c(=O)c(CCNS(=O)(=O)c3ccc(Cl)cc3)cc12,-20.3,31.9
-8.0,-3.1,1.08,9.1,-1.6,1.03,CCOCC(=O)Nc1ccc(Br)c(C)c1,-3.6,-6.6
13.1,11.3,0.869,6.2,-0.7,0.887,COc1ccc(S(=O)(=O)CC(=O)c2cc3cccc(C)c3oc2=O)cc1,7.9,10.9
-0.2,7.1,1,8.8,1.5,0.929,O=C(CCCn1c(=S)[nH]c2cc3c(cc2c1=O)OCO3)N1CCN(c2ccc(Cl)cc2)CC1,53.0*,-1.2
3.1,1.0,0.969,-6.3,1.3,0.99,O=C(Cc1cccs1)Nc1nnc(SCc2ccc(C(F)(F)F)cc2)s1,2.3,-8.5
10.5,1.5,0.895,-41.3,1.7,0.985,Cc1cc(=O)[nH]c(SCC(=O)Nc2cccc(C(F)(F)F)c2)n1,-9.4,-7.9
4.0,-5.0,0.96,14.4,-0.7,1.05,Cc1cc(Cl)c(S(=O)(=O)Nc2cccc(O)c2)cc1OCC(N)=O,0.0,0.1
12.1,1.9,0.879,0.3,18.1,0.981,CCOc1ccc(C(=O)OCC(=O)NCc2ccco2)cc1OCC,-1.1,-2.1
-43.7,-33.0,1.44,-8.2,0.9,1.33,O=C(C[C@H]1C/C=C\C[C@H](Cc2ccc(F)cc2)C(=O)O[C@@H](c2ccccc2)CNC1=O)N[C@@H](CO)Cc1ccccc1,-1.9,-4.5
-10.9,4.0,1.11,-6.8,2.3,0.96,O=C(CSc1nc(-c2ccccc2)c(-c2ccccc2)[nH]1)NCC1CCCO1 (configuration not stated),-2.7,3.2
8.8,1.6,0.912,32.6,-6.0,0.984,c1cc(-c2ccncc2)ccn1,4.3,-9.2

Next part
hIAP inh,mIAP inh,hIAP activ,PfGluPho inh,APOBEC3A inh,mIAP act,smiles,ATG4B inhibitor,HKDC1 inhibitor
-15.9,1.3,1.16,2.7,-0.1,0.987,Cc1cc(C)c2c(N)c(C(=O)Nc3c(C)n(C)n(-c4ccccc4)c3=O)sc2n1,-5.6,-0.6
-8.9,4.6,1.09,-5.8,6.4,0.954,O=C(NCc1ccco1)c1cc2ccccc2c(=O)o1,-1.3,-7.3
4.7,9.5,0.953,7.4,-1.7,0.905,O=S(=O)(c1cccc(S(=O)(=O)N2CCC(Cc3ccccc3)CC2)c1)N1CCOCC1,-9.0,7.0
-0.4,-6.2,1,3.3,0.6,1.06,Cc1cc(=O)[nH]c(SCC(=O)Nc2ccnc3ccccc23)n1,-5.0,-3.7
-13.9,-2.7,1.14,22.1,-3.9,1.03,CCOC(=O)C1CCN(S(=O)(=O)c2ccc3c(c2)N(C)C(=O)CC(=O)N3C)CC1,-4.0,-0.8
16.2,13.0,0.838,.,-0.6,0.87,CSCSC1=C(C#N)C(c2ccc(Cl)cc2)C(C(C)=O)=C(C)N1 (configuration not stated),.,.
-9.4,-15.0,1.09,13.4,-0.9,1.15,COc1c(Cl)cc(-c2noc(C)c2C(=O)NCCc2ccc(C)cc2)cc1Cl,-1.0,2.4
